# Screens from PubChem BioAssay.
# PKA-R2B act = activators of human PKA-R2B complex | hit rate 0.079% among 340,000 | AID 504700 | P22694+P31323 | activation, % at 11.4 µM | PKA-R2B holoenzyme dissociation, Cy5-IP20 fluorescence polarization; R2B truncated from residue 108, S112A mutant; 0% DMSO only, 100% 113 µM cGMP;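 active = activation above a cutoff set at the mean over all compounds plus 3 SD, cut at about 18% in these data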;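 also: higher means more holoenzyme dissociation and a rise in polarization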
# Arrestin-AP2 inh = inhibitors of human beta-arrestin and AP2 interaction; FITC-arrestin peptide / GST-AP2 beads, flow cytometry; AP2 beta2 appendage carries R879A mutation; inhibition, % at 10 µM; hit rate 0.31% among 340,000;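 active = inhibition above a set limit, near 3 SD of compounds lacking own fluorescence, cut at about 54% in these data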;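 also: plate controls were DMSO wells for no effect and 5 µM unlabelled arrestin peptide for full effect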
#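 System: GST-AP2 R879A glutathione beads. Medium: PBS with 0.05% Tween 20 and 0.1% BSA. Also added: FITC-arrestin peptide, 50 nM. Incubation: 12 min plus 1 h, RT. Measured by: high-throughput flow cytometry of beads, ex 488, em 535 nm. Evaluation: percent drop in bead-associated FITC signal.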
# DAGLB inhibitor = blocks human DAGLB lipase activity. Q8NCG7. HEK293T DAGLB membrane lysate, EnzChek fluorogenic substrate. inhibition, % at 5.17 µM. hit rate 0.059% among 340,000; in the data active = inhibition above about 34%;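 also: 0% = enzyme with vehicle and 100% = wells lacking enzyme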
# OPRM1-OPRD1 inv = mu-delta opioid heterodimer inverse agonism | P35372+P41143 | cell-based MOR-DOR heterodimer luminescence | inhibition, % at 9.3 µM | hit rate 0.21% among 340,000 | AID 504357; in the data active = inhibition above about 22%, passing the limit was not always enough;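 also: 0% = cells with DMSO and 100% = wells without cells with DMSO; values of inactives mirror those of a sister screen read the other way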
# Target sequence (P35372 whole entry, looked up): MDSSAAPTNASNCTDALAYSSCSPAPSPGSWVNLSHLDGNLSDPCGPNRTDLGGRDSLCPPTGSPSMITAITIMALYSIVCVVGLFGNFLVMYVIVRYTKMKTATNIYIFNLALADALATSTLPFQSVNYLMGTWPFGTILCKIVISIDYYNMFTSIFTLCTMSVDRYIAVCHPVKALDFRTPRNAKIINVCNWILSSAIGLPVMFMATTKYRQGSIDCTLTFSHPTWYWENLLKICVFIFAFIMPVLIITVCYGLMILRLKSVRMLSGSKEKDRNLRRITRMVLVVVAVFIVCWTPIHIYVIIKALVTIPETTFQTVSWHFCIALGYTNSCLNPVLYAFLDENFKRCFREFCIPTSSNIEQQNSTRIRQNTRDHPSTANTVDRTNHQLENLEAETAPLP
# Target sequence (P41143 whole entry, looked up): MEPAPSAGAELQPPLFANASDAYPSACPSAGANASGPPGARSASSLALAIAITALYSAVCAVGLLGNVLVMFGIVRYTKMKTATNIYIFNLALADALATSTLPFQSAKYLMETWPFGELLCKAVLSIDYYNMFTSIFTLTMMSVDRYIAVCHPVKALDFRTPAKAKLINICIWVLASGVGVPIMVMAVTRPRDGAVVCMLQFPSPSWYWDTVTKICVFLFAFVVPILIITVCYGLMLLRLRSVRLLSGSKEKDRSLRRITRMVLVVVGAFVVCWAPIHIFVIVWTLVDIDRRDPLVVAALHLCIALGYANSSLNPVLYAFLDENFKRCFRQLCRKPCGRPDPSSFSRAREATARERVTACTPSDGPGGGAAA
# V-ATPase pHluor = yeast V-ATPase proton transport regulation by pHLuorin; S. cerevisiae, pHLuorin cytosolic pH fluorescence; response, % at 10 µM; hit rate 0.37% among 350,000; in the data active = response mostly above about 7.3%, no sharp cut-off; inactive = mostly below about 5.4%; also: actives read high; inactives centre near 0; some compounds called inactive have numbers as strong as hits; reference of the scale not given here
# HTR5A inv ctr = HTR5A inverse agonism, opioid heterodimer counter-screen; P47898; HTR5A cell line, luminescence; inhibition, % at 9.3 µM; hit rate 0.083% among 340,000; in the data active = inhibition mostly above about 23%, no sharp cut-off; inactive = mostly below about 18%;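 also: 0% = cells with DMSO and 100% = no-cell wells with DMSO; some compounds called inactive have numbers as strong as hits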
# OPRM1-OPRD1 ag = OPRM1-OPRD1 heterodimerization agonism. cells, luminescence. activation, % at 9.3 µM. hit rate 0.3% among 340,000; in the data active = activation above about 18%;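 also: 0% = vehicle-treated cells and 100% = reference agonist; values of inactives mirror those of a sister screen read the other way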
# PKA-R1A act = activates the PKA-R1A holoenzyme complex; activation, % at 11.4 µM; hit rate 0.083% among 340,000; AID 504707; PKA-R1A dissociation, Cy5-IP20 fluorescence polarization; scaled: DMSO 0%, 113 µM cGMP 100%; P00514+P68181;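 active = percent activation above the mean of all tested compounds plus 3 SD, cut at about 19% in these data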;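 also: higher means more PKAc released from R1A so a rise in polarization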
# HTR5A ag = HTR5A agonism, opioid heterodimer counter-screen; P47898; HTR5A agonist assay, luminescence, cell-based; activation, % at 9.3 µM; hit rate 0.61% among 340,000; in the data active = activation mostly above about 9.5%, no sharp cut-off; inactive = mostly below about 7.6%;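 also: 0% = cells with vehicle only and 100% = reference agonist; strong numbers were not always called active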
# Pemphigus Ab inh = inhibitors of pemphigus antibody binding to human desmoglein-3; P32926; DSG3-coupled beads, scFv-anti-DSG3-GFP binding, flow cytometry; hits give low values; binding (percent of control), % at 10 µM; hit rate 0.48% among 310,000; AID 588358;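 active = binding more than 3 SD below its plate's average and above zero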;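 also: hits lower antibody fragment binding to DSG3; some compounds called inactive have numbers as strong as hits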
# The depositor's hits bear a star; / = not tested or not shown.
# Value order – PKA-R2B act, Arrestin-AP2 inh, DAGLB inhibitor, OPRM1-OPRD1 inv, V-ATPase pHluor, HTR5A inv ctr, OPRM1-OPRD1 ag, PKA-R1A act, HTR5A ag, Pemphigus Ab inh
> CCN(CC(=O)Nc1c(F)cccc1F)C(=O)c1cc2c(cc1Cl)N1CCCCCC1=NS2(=O)=O
 : 7, 9, -2, 12, -3, -1, -2.3, 0, 0, 98
> COC(=O)c1ccccc1NC(=O)CSc1n[nH]c(C)n1
 : -4, 14, -1, 11, -5, -14, -2.3, -12, 6, 98
> CCOC(=O)c1c(NC(=O)c2ccco2)sc2c1CCCC2
 : -3, -2, 1, 12, -1, 1, -2.3, 0, 5, /
> Cc1[nH]n(-c2ccccc2)c(=O)c1C(C[N+](=O)[O-])c1ccc(Cl)cc1 (configuration not stated)
 : -5, -3, 4, 3, 2, 5, -0.5, 4, -1, 106
> N/C(=N\OC(=O)c1cccnc1)c1ccc(Cl)cc1Cl
 : -4, 10, -2, -27, -5, -2, 5.8, -14, 4, 112
> Cc1ccc(NC(=O)COc2ccc(/C(N)=N/O)cc2)cc1C
 : -3, 8, 1, 15, 3, -10, -2.9, 4, 4, 97
> Cc1ccccc1-n1ncc(C(C)NS(=O)(=O)c2sccc2C)c1C (configuration not stated)
 : -12, 23, -3, 12, -3, -17, -2.1, 1, -1, 101
> CC(C(=O)N1CCc2ccccc2C1)N(c1ccccc1)S(C)(=O)=O (configuration not stated)
 : 5, 21, -3, 22, 3, 4, -4.8, -5, -1, 94
> CCc1c(C)c(C#N)c2nc3ccccc3n2c1NCC1CCCO1 (configuration not stated)
 : 1, 1, 1, 16, 1, -4, -2.7, 4, 2, /
> Cn1nc(C(=O)Nc2nc(-c3ccccn3)cs2)c2ccccc2c1=O
 : -13, -9, 1, -7, -2, -9, 1.1, -10, 4, 103
> O=C(NCCc1ccccc1)c1ccc(S(=O)(=O)N2CCCC2)cc1
 : -3, 20, 2, 2, 4, -2, -0.5, 1, -2, 106
> Cc1ccc(C2(C)CC(C)(C)N(C(=O)CSc3nnc(C)s3)c3ccccc32)cc1 (configuration not stated)
 : -6, 23, -7, -26, -6, -14, 4.9, -11, 2, 116
> CCOC(=O)c1ccccc1NC(=O)C1CCCO1 (configuration not stated)
 : 4, -10, -1, 17, 1, 3, -3.6, -1, -1, 99
> O=C(NCCS(=O)(=O)c1ccc(Br)cc1)c1ccc(Cl)cc1
 : -6, 23, 0, 16, -1, 4, -4.8, -2, -2, 110
> Cc1ccc(Nc2n[nH]c(=S)s2)cc1
 : 8, /, -2, /, 0, /, /, -5, /, 110
> Cc1cc(=O)c(C(=O)O)nn1-c1cccc(C(F)(F)F)c1
 : -6, 2, 1, 14, 2, 13, -2.7, 0, -2, 88
> Cc1ccc(NC(=O)NCC(c2cccnc2)N2CCOCC2)cc1 (configuration not stated)
 : -8, 25, 2, 10, 1, -23, -1.8, -1, 9, /
> CCC(C)c1ccc(OCC(=O)Nc2ccc(Cl)cn2)cc1 (configuration not stated)
 : -8, 5, -16, -22, -1, -18, 5.0, -7, 7, 100
> O=C(/C=C/c1cn(CC(O)CN2CCCCC2)c2ccccc12)c1cccs1 (configuration not stated)
 : 4, 8, -1, -34, 2, -5, 7.0, -10, 10, /
> Cc1nn(S(=O)(=O)c2ccc(Cl)cc2)c(C)c1S(=O)(=O)N1CCOCC1
 : -6, 13, -2, 21, -4, 19, -4.0, -1, 2, /

# Entries of single compounds as entered above. Screens in order: PKA-R2B act | Arrestin-AP2 inh | DAGLB inhibitor | OPRM1-OPRD1 inv | V-ATPase pHluor | HTR5A inv ctr | OPRM1-OPRD1 ag | PKA-R1A act | HTR5A ag | Pemphigus Ab inh
# COC(=O)c1ccccc1NC(=O)CSc1n[nH]c(C)n1 reads -4 | 14 | -1 | 11 | -5 | -14 | -2.3 | -12 | 6 | 98
# N/C(=N\OC(=O)c1cccnc1)c1ccc(Cl)cc1Cl reads -4 | 10 | -2 | -27 | -5 | -2 | 5.8 | -14 | 4 | 112
# Cc1[nH]n(-c2ccccc2)c(=O)c1C(C[N+](=O)[O-])c1ccc(Cl)cc1 (configuration not stated) reads -5 | -3 | 4 | 3 | 2 | 5 | -0.5 | 4 | -1 | 106

# (continued)
# Value order – PKA-R2B act, Arrestin-AP2 inh, DAGLB inhibitor, OPRM1-OPRD1 inv, V-ATPase pHluor, HTR5A inv ctr, OPRM1-OPRD1 ag, PKA-R1A act, HTR5A ag, Pemphigus Ab inh
> Cc1onc(-c2c(F)cccc2Cl)c1C(=O)OCC(=O)NC1CC1
 : -10, -3, -1, 10, 0, 12, -2.1, -2, -4, 102
> CC(C)C(=O)N1CCc2cc(-c3csc(N)n3)ccc21
 : 1, 8, -4, 17, -1, -3, -3.0, -8, 1, 98
> CC1CCN(C(=O)CSc2nc(C(C)C)nc3c2c(=O)n(C)c(=O)n3C)CC1
 : 0, -4, -3, -23, 0, -11, 5.6, -4, 4, 116
> N#C/C(C(=S)Nc1ccccc1)=C1/NN=C(N2CCOCC2)N1c1ccccc1
 : 6, 0, -1, 2, 0, 2, -0.3, -2, -1, 95
> CCCCOC(=O)N1CCOCCOCCOCCOCC1
 : 1, -13, -2, 13, 2, -3, -2.6, -9, 1, /
> CCOc1ccc(C(=O)Nc2ccccc2OC(F)F)cc1
 : 5, 8, -4, 15, -2, -2, -2.8, -2, 1, 95
> CC(=O)Nc1ccc(CC(=O)Nc2ccc3c(c2)OC2(CCCC2)O3)cc1
 : -16, /, -3, /, -4, /, /, -3, /, 113
> Cn1c(=O)cc(-c2ccccc2)c2ccccc21
 : 2, 35, -1, 8, 13*, 8, -1.8, -2, -3, 114
> CC(/C=C/C(=O)c1ccc(C)cc1)=C\c1ccccc1
 : 5, -4, -20, -12, 6, -7, 2.3, 6, 3, 93
> O=C(Nc1nc(N2C(=O)c3ccccc3C2=O)n(-c2ccccc2)n1)c1ccc(Cl)cc1
 : -5, 1, 5, -5, 3, -4, 0.8, -5, -2, 111
> Cc1ccc(S(=O)(=O)N2CCC[C@H]2C(=O)Oc2ccccc2)cc1
 : -2, 14, -3, 11, 0, 11, -2.2, -10, -3, /
> Cn1c(CNS(=O)(=O)c2ccc(Br)cc2)n[nH]c1=S
 : 8, 5, -1, 7, -1, 12, -1.2, -5, -2, 103
> CCC1=Nc2cc(C(=O)NCCN3CCCC3)ccc2Sc2ccc(C)cc21
 : 2, -8, 0, 9, 0, -11, -1.7, -14, 3, 106
> COc1cccc(C2CC(c3ccc(Cl)cc3)Nc3nc(N)nn32)c1 (configuration not stated)
 : 6, -7, 2, 13, 0, 4, -2.6, -2, -1, 108
> CCC(C)(C)NC(=O)Cc1ccccc1OC
 : 1, -13, -1, 7, -2, -10, -1.6, 6, 4, 93
> CC(=NNC(=S)N1CCC1)c1ccccn1
 : -4, -13, 7, 14, -2, -7, -3.2, -9, 2, 92
> CC(=O)c1ccc(NC(=O)c2ccc(S(=O)(=O)N3CCCC3)cc2)cc1
 : 0, 17, 0, 9, -2, -39, -1.6, -6, -4, 97
> COc1ccccc1OCCCCN1CCC(C)CC1
 : 4, 30, -3, 6, 1, 13, -1.4, 2, -4, 117
> CC(C)c1ccc(/C=C/C(=O)NC(=S)Nc2ccc(CN3CCOCC3)cc2)cc1
 : -19, 1, -5, -20, -1, -16, 3.0, -12, -2, 106
> CC1CCN(C(=O)Cn2cc(C#N)c3ccccc32)CC1
 : 10, 14, -1, 5, 1, -8, -0.9, -4, -1, 97

# (cont.)
smiles,PKA-R2B act,Arrestin-AP2 inh,DAGLB inhibitor,OPRM1-OPRD1 inv,V-ATPase pHluor,HTR5A inv ctr,OPRM1-OPRD1 ag,PKA-R1A act,HTR5A ag,Pemphigus Ab inh
CN=c1scc(-c2ccc(Cl)cc2)n1C,-11,-3,3,6,-3,5,-1.1,-4,4,96
Cc1ccccc1NC(=S)NCc1ccc2c(c1)OCO2,10,2,3,5,2,0,-1.0,2,0,107
CC(=O)c1ccc(S(=O)(=O)Nc2ccc(-c3ccc4nnc(C)n4n3)cc2)cc1,-3,2,1,-11,0,-12,1.5,-3,4,83
Cc1c(C)n(CCc2c[nH]c3ccccc23)ccc1=O,-5,-22,1,-8,2,6,1.7,-8,-2,115
CCCc1[nH]nc2c1C(c1cc(OC)ccc1F)C(C#N)=C(N)O2 (configuration not stated),2,-2,-3,15,2,-23,-2.7,3,0,105
O=C(CNS(=O)(=O)c1ccccc1)N1CCc2ccccc2C1,2,38,-3,4,8,-6,-0.9,-11,2,105
CCS(=O)(=O)c1ccc2oc(SCC(=O)NC3CCCC(C)C3C)nc2c1 (configuration not stated),5,4,0,21,0,-7,-3.7,-3,3,102
COc1ccc(CNc2cccnc2)c(OC)c1OC,-1,28,-2,11,2,-11,-2.2,-9,3,115
CC(C)NC(=O)c1ccc(COc2ccc(C(C)(C)C)cc2)o1,6,5,-5,-2,-3,11,0.3,11,-3,125
CC(C)(C)c1cc(C(=O)N/N=C/c2ccccc2O)n(-c2ccccc2)n1,14,22,6,-8,-3,-8,1.6,2,-3,/
Cc1ccc(S(=O)(=O)N(C)C)cc1NC(=O)c1cc(-c2ccco2)nc2ccccc12,0,14,2,1,2,10,-0.2,-8,1,101
CCCN(Cc1nnc(-c2cccs2)o1)C(=O)CN1C(=O)NC2(CCCCC2C)C1=O (configuration not stated),1,5,0,3,-1,-4,-0.5,3,1,98
COc1ccc2c(c1)[nH]c1c(N3CCSCC3)ncnc12,-2,9,-4,-22,-1,-6,4.3,-5,2,112
CCOC(=O)c1c(NC(=O)CCCN2CCOCC2)sc2c1CC(C)(C)OC2,-2,3,0,13,-1,9,-2.2,-5,1,98
Cc1ccc(OCc2occc2C(=O)O)cc1,6,6,-1,10,-2,-11,-1.8,2,4,98
COCc1cc(=O)[nH]c(Nc2nc3ccccc3o2)n1,0,1,-4,21,-2,16,-3.8,4,-1,/
Nc1ccc(C(=O)N/N=C/c2cn(Cc3ccccc3F)c3ccccc23)cc1,-11,-12,1,9,-2,10,-2.8,-2,4,111
COc1ccc(NC(=O)CSc2nnc(N)s2)cc1S(=O)(=O)N1CCCCC1,-7,-10,1,8,0,3,-1.9,5,-1,/

# Ordered by the number under Pemphigus Ab inh (descending): some entries from above.
canonical_smiles	Pemphigus Ab inh
COc1ccc2c(c1)[nH]c1c(N3CCSCC3)ncnc12	112
Nc1ccc(C(=O)N/N=C/c2cn(Cc3ccccc3F)c3ccccc23)cc1	111
CCS(=O)(=O)c1ccc2oc(SCC(=O)NC3CCCC(C)C3C)nc2c1 (configuration not stated)	102
